# Screening data as filed in PubChem.
# LYPLA1 counter – LYPLA1 (human) inhibition in PME1 counter-screen; O75608; recombinant LYPLA1, FP-Rh probe fluorescence polarization; inhibition, % at 5.9 µM; 320,000 tested, 0.16% active; AID 2174;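 active = inhibition above the mean of all tested compounds plus 3 SD, set per campaign, cut at about 14% in these data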;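 note: inhibitors block serine hydrolase probe labeling of LYPLA1 so polarization falls; 0% = enzyme with DMSO and 100% = wells lacking LYPLA1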
# Target sequence (O75608 whole entry, looked up): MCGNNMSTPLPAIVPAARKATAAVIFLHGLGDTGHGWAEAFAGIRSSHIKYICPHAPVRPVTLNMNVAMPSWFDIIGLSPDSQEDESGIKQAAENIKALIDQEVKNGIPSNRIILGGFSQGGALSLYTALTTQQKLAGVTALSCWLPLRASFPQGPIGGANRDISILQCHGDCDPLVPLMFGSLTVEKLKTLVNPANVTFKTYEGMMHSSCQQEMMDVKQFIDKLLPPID
# pPAFAH inh – pPAFAH (human) enzyme inhibition. AID 463082. inhibition, % at 3.39 µM. recombinant pPAFAH, FP-rhodamine probe fluorescence polarization. Q13093. 330,000 tested, 1.5% active;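 active = inhibition above the mean inhibition across the screen plus 3 SD, cut at about 25% in these data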;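 note: inhibitors block binding of the rhodamine activity-based probe so polarization drops; 0% = enzyme with DMSO and 100% = wells lacking pPAFAH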
# PAFAH1B3 inh – inhibitors of human PAFAH1B3; Q15102; inhibition, % at 3.39 µM; 340,000 tested, 0.28% active; recombinant PAFAH1B3, FP-rhodamine probe, fluorescence polarization;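 active = inhibition above the screen-wide average of all tested compounds plus 3 SD, cut at about 25% in these data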;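 note: 0% = enzyme with DMSO only and 100% = wells lacking PAFAH1B3 protein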
# Target sequence (Q15102 whole entry, looked up): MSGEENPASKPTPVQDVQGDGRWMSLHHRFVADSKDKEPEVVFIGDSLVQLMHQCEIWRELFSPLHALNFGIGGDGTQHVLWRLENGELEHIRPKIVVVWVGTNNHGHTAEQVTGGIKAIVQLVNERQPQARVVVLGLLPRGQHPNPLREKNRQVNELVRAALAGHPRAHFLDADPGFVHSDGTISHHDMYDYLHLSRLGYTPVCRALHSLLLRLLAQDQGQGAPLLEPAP
# GSTO1 counter – counter-screen for RBBP9 inhibitors: inhibitors of human GSTO1; recombinant GSTO1, activity-based probe fluorescence polarization; inhibition, % at 5.96 µM; P78417; 300,000 tested, 1.1% active;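 active = inhibition above the campaign mean inhibition plus 3 SD, cut at about 35% in these data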;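 note: 0% = GSTO1-1 with DMSO and 100% = wells lacking GSTO1-1 enzyme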
# LYPLA2 inh – counter-screen for PME1 inhibitors: inhibitors of human LYPLA2 | O95372 | recombinant LYPLA2, FP-Rh probe fluorescence polarization | inhibition, % at 5.9 µM | 320,000 tested, 0.38% active | AID 2177;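 active = inhibition above the screen-wide mean plus 3 SD, limit set per campaign, cut at about 26% in these data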;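 note: 0% = LYPLA2 with DMSO and 100% = wells lacking LYPLA2 enzyme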
# Target sequence (O95372 whole entry, looked up): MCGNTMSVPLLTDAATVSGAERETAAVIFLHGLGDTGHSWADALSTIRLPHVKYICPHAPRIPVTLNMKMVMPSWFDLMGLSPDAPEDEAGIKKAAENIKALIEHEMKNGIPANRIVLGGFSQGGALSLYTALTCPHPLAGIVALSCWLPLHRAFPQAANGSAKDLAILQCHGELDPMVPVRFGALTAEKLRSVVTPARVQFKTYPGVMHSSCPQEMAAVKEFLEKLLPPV
# PAFAH1B2 inh – inhibitors of human PAFAH1B2. P68402. recombinant PAFAH1B2, FP-rhodamine activity probe, fluorescence polarization. inhibition, % at 3.39 µM. 340,000 tested, 1.2% active. AID 492953;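 active = inhibition above the mean of all tested compounds plus 3 SD, cut at about 24% in these data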;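 note: 0% = enzyme with DMSO and 100% = wells lacking PAFAH1B2; many of its hits are not listed in these tables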
# Target sequence (P68402 whole entry, looked up): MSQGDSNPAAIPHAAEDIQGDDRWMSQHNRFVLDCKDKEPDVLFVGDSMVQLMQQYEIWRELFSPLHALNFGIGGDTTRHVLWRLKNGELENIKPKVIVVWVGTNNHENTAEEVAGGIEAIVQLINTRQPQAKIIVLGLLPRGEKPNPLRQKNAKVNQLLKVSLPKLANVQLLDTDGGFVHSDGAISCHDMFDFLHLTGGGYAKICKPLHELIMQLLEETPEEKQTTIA
# PREPL inh – inhibits the human prolyl oligopeptidase-like enzyme | Q4J6C6 | recombinant PREPL, fluorescence polarization activity-based probe | inhibition, % at 5.96 µM | 320,000 tested, 0.68% active | AID 2751; in the data active = inhibition above about 43%;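 note: 0% = enzyme with DMSO and 100% = wells lacking enzyme; many of its hits are not listed in these tables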
# PME-1 inh – blocks human protein phosphatase methylesterase 1; recombinant PME-1, FP-Rh probe fluorescence polarization; inhibition, % at 5.9 µM; 320,000 tested, 0.53% active; AID 2130;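 active = inhibition above the campaign mean of all compounds plus 3 SD, cut at about 26% in these data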;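 note: competitive labeling of PME-1 active site by serine hydrolase directed probe; 0% = PME-1 with DMSO and 100% = wells lacking PME-1 enzyme; inhibitors block probe labeling so polarization falls and inhibition rises; many of its hits are not listed in these tables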
# PAD4 inh – PAD4 (human) enzyme inhibition; Q9UM07; recombinant PAD4, RCA probe fluorescence polarization; inhibition, % at 6.36 µM; 330,000 tested, 0.41% active;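 active = percent inhibition above a cutoff equal to the mean of all tested compounds plus 3 SD, cut at about 15% in these data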;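 note: 0% = PAD4 with RCA probe and DMSO and 100% = probe without PAD4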
# * = called active by the depositor; x = not tested or not shown. An excerpt (hit frequency here may not be typical).
SMILES,LYPLA1 counter,pPAFAH inh,PAFAH1B3 inh,GSTO1 counter,LYPLA2 inh,PAFAH1B2 inh,PREPL inh,PME-1 inh,PAD4 inh
O=C(COc1ccc(Cl)cc1)NCc1nnc(SCC(=O)NC2CCCC2)o1,-1,3,10,2,5,7,12,-1,2
Nc1c(Cl)cc(-c2csc(NCCc3nc4cc(Cl)c(Cl)cc4n3CCCO)n2)cc1Cl,-11,-4,9,-8,-4,6,3,0,1
COc1cccc(-c2ccc3ncnc(NCc4cccnc4)c3c2)c1,x,1,10,x,x,9,-9,x,2
CCOc1cc(/C=N/NC(=O)CNc2ccc(C)cc2)ccc1OC(=O)c1ccccc1,-12,0,-5,-9,-16,4,18,5,-2
CCCc1nnc(NC(=O)CCC(=O)NCCc2ccc(OC)c(OC)c2)s1,5,-3,2,3,3,-3,2,1,3
COc1cc(OC)cc(C(=O)N2CCC(C(=O)c3ccc(F)cc3)CC2)c1,-2,0,6,6,1,3,3,-8,0
O=c1c(-c2cnn(-c3ccccc3)c2)coc2cc(O)ccc12,-4,-4,2,-5,-5,-1,4,-4,-1
O=C(c1ccc(C#CC2(O)CCCCC2)cc1)N1CCN(Cc2ccccc2)CC1,0,14,8,5,7,2,0,-4,-2
Cc1cc(C)c2c(N=NN(C)C)[nH]nc2n1,-4,-3,3,-5,0,-2,13,2,-4
C/C(=N\NC(=O)c1c(Br)c(C)nn1C)c1cccc(NC(=O)c2ccccc2C)c1,-1,-3,-3,-4,0,-2,9,-5,-1
COc1ccc(OC)c(NC(=O)c2ccccc2SC)c1,-1,-2,10,-3,-3,1,0,0,0
O=C(Nc1nccs1)c1ccc(S(=O)(=O)c2ccccc2)cc1,3,-4,8,30,10,-1,-7,1,3
Cc1ccc(C(C)n2cc(C(=O)NCc3cccnc3)nn2)cc1 (configuration not stated),0,2,6,4,0,11,2,-1,0
CCOc1ccc(NC(=O)CN2CCN(Cc3c(F)cccc3F)CC2)cc1,-3,3,11,0,3,-2,-8,1,-2
O=C(c1cc(-c2cccc(Cl)c2)nc2ccccc12)N1CCN(c2ccccn2)CC1,-5,5,1,-2,-2,-4,15,0,-1
Cc1cc(C)nc(NC(N)=NC2CCCCC2)n1,-2,6,-7,2,0,2,-3,1,-7
COc1ccc(-c2oc(=O)c3cc(OC)c(OC)cc3c2C#CCCCO)cc1,x,4,5,x,x,1,17,x,0
COc1ccccc1C(=O)COC(=O)c1cc(=O)[nH]c2ccccc12,0,1,-1,5,3,-1,11,-2,-3
S=c1[nH]c(-c2ccccc2)cn1/N=C/c1ccncc1,0,1,2,-1,-3,0,3,0,5
O=C(Nc1ccc(F)cc1)c1cccnn1,1,0,6,7,1,5,-6,-5,-2
O=C(COc1ccccc1F)NCC(c1ccc(F)cc1)N1CCOCC1 (configuration not stated),0,-2,2,x,-2,-2,2,-2,-5
COc1ccc(N2C(=O)CC(N3CCC(O)(c4ccc(Cl)cc4)CC3)C2=O)cc1 (configuration not stated),1,4,-2,-4,4,0,23,2,5
Cc1cccc(C(=O)N/N=C/c2cc(Br)c(Br)o2)c1,-7,0,6,-1,-3,-1,7,-6,-4
CCOCCn1c(N2CCN(c3ccccc3)CC2)nc2c1c(=O)[nH]c(=O)n2C,-2,-1,7,5,-1,5,17,-5,-6
COc1ccc(S(=O)(=O)N(C)C[C@@H]2Oc3ccc(NS(=O)(=O)c4cn(C)cn4)cc3C(=O)N([C@@H](C)CO)C[C@@H]2C)cc1,x,4,12,x,x,6,11,x,2
COc1ccc(Nc2nnc(SCC(=O)NC(=O)Nc3ccc4c(c3)OCCO4)s2)cc1,1,-1,3,4,0,2,-4,3,-2
COc1ccc(-n2nnnc2-c2cnc3cc4c(cc3c2C)OCO4)cc1,0,0,2,-2,1,2,7,-1,0
NC12NC(=O)C3(O)C4C5CC(C6C5C3C61)C42 (configuration not stated),5,-1,4,-1,-1,3,1,0,-6
COc1ccc2c(c1)CC(C1(O)C(=O)Nc3ccccc31)C2=O (configuration not stated),-2,-2,-6,3,-3,5,4,-1,-1
COc1ccccc1N=Cc1c(C)c(C#N)c2[nH]c3ccccc3n2c1=O,1,14,-6,-18,2,1,6,12,-8
CCn1c(=O)c(C(=O)Nc2ccccc2F)c(O)c2ccccc21,-2,8,4,10,-4,0,4,-2,3
OCC[C@@H]1C[C@H](O)[C@@H](O)[C@]2(OCCc3ccccc32)O1,-1,-1,2,0,-6,3,8,-4,4
CCCn1c(-c2ccc(OC)cc2)nc2nc3ccccc3nc21,-6,-2,-7,17,-6,5,17,-3,-2
N#Cc1cnc(Nc2nc3ccccc3o2)nc1-c1ccccc1,0,2,15,2,0,4,5,2,0
COc1ccc(-c2csc(NC(=O)c3cc(-c4cccs4)nc4ccccc34)n2)c(OC)c1,-7,-10,-6,-3,-7,-4,-1,-17,-2
Cc1nc(CSc2nnc(N)s2)cs1,-1,4,10,-1,3,0,-1,5,-2
O=C(Nc1ccccn1)NC12CC3CC(CC(C3)C1)C2,-3,0,6,7,3,17,15,7,-10
CC(=O)c1c(COC(=O)c2cccnc2)nc2ccccc2[n+]1[O-],-1,7,0,-3,0,1,23,-2,-6
O=C(Nc1ccc(N2CCOCC2)cc1)C1CCCCN1S(=O)(=O)c1ccccc1 (configuration not stated),-2,0,8,6,1,8,-5,0,0
CCOc1ccc(C(=O)Cc2cc3cccc(OC)c3oc2=O)cc1,-4,-2,2,-2,6,7,0,-9,-1
C=C(C)C(=O)N1CC2(CC(c3cccc(NC(=O)COc4ccc(Cl)cc4)c3)=NO2)C[C@@H]1C(N)=O (some centres not stated),0,6,9,1,1,2,21,-3,-3
Brc1ccc(-c2nn3c(Cc4ccccc4)nnc3s2)o1,1,0,3,-10,2,5,-22,3,-1
O=C(N/C(=C\c1ccc(Br)cc1)C(=O)N1CCCC1)c1cccs1,6,4,2,-1,7,0,0,-2,0
COC(=O)CSC(C(=O)Nc1ccc(C)c(C)c1)c1ccccc1 (configuration not stated),-2,7,7,-4,2,1,-9,-1,3
CC(C)N1CC=C2C(C#N)=C(N)C(C#N)(C#N)C(c3ccccc3)C2C1 (configuration not stated),1,8,2,9,-1,7,3,1,6
COc1ccccc1NC(=O)c1ccc(NC(=O)COC(=O)c2cncc(Br)c2)cc1,x,0,4,x,x,1,0,x,-21
COc1cccc(/C=N/NC(=O)NC23CC4CC(CC(C4)C2)C3)c1O,1,4,x,0,-7,x,14,0,-7
CCOC(=O)CSC1=NC(=O)/C(=C\c2ccc(OC(C)=O)cc2)S1,0,5,3,5,2,5,16,0,7
COc1ccc(N2CCN(c3cc(C)c4ccc(C)cc4n3)CC2)cc1,1,0,12,-3,1,2,27,2,-6
COc1ccc([N+](=O)[O-])cc1NC(=S)NC(=O)C(C)(C)C,2,5,0,-5,4,5,-5,-2,1
Cc1ccc2c(c1)C1C=CCC1C(C(=O)NCCCN1CCOCC1)N2 (configuration not stated),0,16,17,18,0,1,18,-3,-7
CN(Cc1ccc(C(C)(C)C)cc1)C(=O)C1CCN(C(=O)Nc2ccccc2)CC1,4,6,10,9,9,3,5,2,-4
COC(=O)c1cc(NCc2cccs2)ccc1N1CCOCC1,2,6,-5,8,1,5,-1,3,-9
CCOC(=O)N1CCN(C(=O)c2cnn3ccccc23)CC1,4,-2,1,3,-1,4,5,3,4
CCNC(=O)C1Cc2ccccc2CN1S(=O)(=O)c1ccc(F)cc1 (configuration not stated),-2,5,3,12,3,7,16,-3,-1
COc1cccc(-c2nc(CS(=O)(=O)CC(=O)N3CCc4ccccc43)c(C)o2)c1,-4,3,2,-2,3,4,-13,3,-3
O=C(/C=C/c1cccc([N+](=O)[O-])c1)NCCSCc1ccco1,0,7,1,3,2,2,12,-9,0
CC(=O)c1ccc(N2CCN(C(=O)CCCn3c(=O)[nH]c4ccsc4c3=O)CC2)cc1,8,5,11,1,51*,0,-18,-5,3
Cn1ccnc1SCC(=O)Nc1cccc(C#N)c1,x,4,5,x,x,11,12,x,0
CCc1nnc(NC(=O)c2ccc(S(=O)(=O)NCC(C)C)cc2)s1,2,2,8,-2,-4,-5,6,-3,-4

# Other compounds follow.
SMILES,LYPLA1 counter,pPAFAH inh,PAFAH1B3 inh,GSTO1 counter,LYPLA2 inh,PAFAH1B2 inh,PREPL inh,PME-1 inh,PAD4 inh
Cc1nc2cc(CO)ccc2n1C,4,7,0,6,7,4,6,-8,1
CCOc1ccc(NC(=O)C(Cc2ccccc2)NC(=O)C2CCCCC2)cc1 (configuration not stated),3,5,5,5,0,0,3,2,-1
Cc1occc1-c1nnc(SCC(=O)N2CCN(c3ccccc3)CC2)n1C,-2,6,7,4,-2,-5,22,-2,2
Cc1ccc(O)c(N=Nc2ccc(S(=O)(=O)N3CCCC3)cc2)c1,1,9,-3,13,1,1,1,-2,-5
O=C(c1cnsn1)N1CCC(CO)(Cc2cccc(F)c2)CC1,-4,-1,4,-2,-7,3,-4,-3,6
C/C(=N\NC(=O)CSc1nc2ccccc2s1)c1ccco1,0,7,7,5,-5,8,12,-7,-2
CC(O)CNCCOc1cccc(Oc2ccccc2)c1 (configuration not stated),2,1,6,6,-2,4,-13,-6,0
CCOC(=O)C1CCN(Cc2cnc(Oc3ccc(C(C)(C)C)cc3)s2)CC1,2,8,5,6,10,1,13,-1,1
COc1ccc(C(=O)N=C2SC3CS(=O)(=O)CC3N2Cc2ccc(F)cc2)cc1 (configuration not stated),0,0,-1,1,-7,2,-11,0,-1
CC(OC(=O)C1COc2ccccc2O1)C(=O)N(C)c1ccccc1 (configuration not stated),1,2,3,4,4,0,3,1,6
O=C1CC(C(=O)Nc2ccc(F)c(Cl)c2)N=C(N2CCCCC2)N1 (configuration not stated),0,2,6,4,-3,3,-3,1,-2
O=C(CCC(=O)N/N=C/c1cc(Cl)cc(Cl)c1O)NCc1ccccc1,1,1,15,8,6,11,4,0,-2
COc1cc(NC(=O)c2ccc(-c3csc(C)n3)cc2)c(OC)cc1Cl,0,-2,6,-1,6,2,-2,1,-1
Cc1ccc(N2C(=O)CC(Cn3nc(C)cc3C)C2=O)cc1 (configuration not stated),-1,1,2,4,0,4,2,1,0
COc1ccc(C(=O)NN(C)c2nc(-c3ccccc3)nnc2C(F)(F)F)cc1,-1,3,8,-5,-4,1,-4,-4,4
O=C(NCCS(=O)(=O)N1CCN(c2ccccc2F)CC1)c1c(F)cccc1F,-2,-4,-1,-7,-4,1,-20,1,-4
COc1cc(/C=N/Nc2nc3ccccc3o2)cc(OC)c1O,-3,6,2,18,-2,4,5,16,-1
COc1cccc(CNC(=O)CCC2CCCN(Cc3ccc(OC(F)F)cc3)C2)c1 (configuration not stated),2,18,5,6,7,2,-5,2,2
Cc1ccccc1C(=O)NC(=S)NCCN1CCOCC1,-1,-2,11,6,1,6,-6,-8,6
N#CCCN(C(=O)COC(=O)C1CCN(c2ccc(C(F)(F)F)cn2)CC1)c1ccc(F)cc1,3,5,5,-2,3,5,24,2,-3
